eLon inh – inhibitors of E. coli Lon protease. hit rate 0.42% among 360,000. purified E. coli Lon protease, fluorescence polarization. P0A9M0. inhibition, % at 7.94 µM; in the data active = inhibition above about 13%, passing the limit was not always enough;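 note: 0% = enzyme with probe and DMSO and 100% = no enzyme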
MsrA inh – bovine MsrA inhibition. purified bovine MsrA, absorbance read-out. inhibition, % at 15.5 µM. hit rate 0.75% among 360,000. AID 651718; in the data active = inhibition above about 4.5%;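 note: 0% = vehicle wells with enzyme and 100% = reference inhibitor wells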
MT1-MMP act inh – blocks activation of human MT1-MMP. hit rate 0.061% among 360,000. HT1080 RFP-PRO-GFP cells, GFP/RFP ratio fluorescence, overnight; percent of plate control window, DMSO zero. AID 651647. GFP/RFP ratio change, % at 20 µM;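 active = GFP/RFP ratio change of at least 30% with cell ATP level not reduced by more than half and red fluorescence within 50% of control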; note: strong numbers were not always called active
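Assay system: RFP-PRO-GFP reporter HT1080 cells; read-out basis: GFP/RFP fluorescence ratio; benchmarks: DMSO wells and RFP-L50D-GFP cells; doses: 20 µM single dose, 1% DMSO; schedule: overnight cell settling, then overnight compound exposure, 37 °C, 5% CO2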
bovine MsrA act – bovine methionine sulfoxide reductase A activation; activation, % at 10.6 µM; purified bovine MsrA, absorbance read-out; hit rate 0.3% among 360,000; in the data active = activation above about 7.5%;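 note: 0% = vehicle and 100% = reference activator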
CSN inh – inhibitors of human CSN-mediated cullin deneddylation | Q92905 | Purified CSN, SCF-Nedd8-OG deneddylation, fluorescence polarization | inhibition, % at 12.5 µM | hit rate 0.38% among 360,000;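 active = pattern-corrected inhibition above about 35%, with an unprinted fluorescence ratio check between 0.5 and 1.5, limit read from the data, passing the limit was not always enough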;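 note: 0% = enzyme with substrate and 100% = substrate without enzyme; some results filed as inactive read as strong as hits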
Target sequence (Q92905 whole entry, looked up, one chain of several): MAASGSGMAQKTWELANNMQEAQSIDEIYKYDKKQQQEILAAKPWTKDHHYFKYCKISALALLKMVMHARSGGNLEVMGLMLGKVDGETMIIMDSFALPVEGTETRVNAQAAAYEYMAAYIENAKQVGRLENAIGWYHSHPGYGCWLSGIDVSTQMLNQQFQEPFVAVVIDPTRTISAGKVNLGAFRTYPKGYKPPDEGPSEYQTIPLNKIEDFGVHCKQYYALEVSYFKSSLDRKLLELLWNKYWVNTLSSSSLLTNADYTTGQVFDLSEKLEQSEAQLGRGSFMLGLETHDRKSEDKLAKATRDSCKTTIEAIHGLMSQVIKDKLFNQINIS
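Assay system: Purified human Csn5 enzyme expressed in HEK293T cells | Amount: Enzyme 0.24 nM | Measured by: Fluorescence polarization readout | Medium: Tris/NaCl/DTT buffer, pH 7.5 | Compound dosing: One concentration, 12.5 µM, 0.25% DMSO | Times: 90 min incubation of compound, enzyme and substrate at room temperature | Control set: no-enzyme wells high, enzyme-with-substrate wells low | Read-out: % inhibition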
Rpn11 inh – inhibitors of human proteasome Rpn11. human 26S proteasome, Ub4-pepOG fluorescence polarization; 20S core pre-blocked with epoxomicin. calls only at 20 µM. hit rate 0.59% among 360,000;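 active = inhibition at 20 µM, scaled to each plate's controls, above about 33%, limit read from the data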
Target sequence (O00487 whole entry, looked up): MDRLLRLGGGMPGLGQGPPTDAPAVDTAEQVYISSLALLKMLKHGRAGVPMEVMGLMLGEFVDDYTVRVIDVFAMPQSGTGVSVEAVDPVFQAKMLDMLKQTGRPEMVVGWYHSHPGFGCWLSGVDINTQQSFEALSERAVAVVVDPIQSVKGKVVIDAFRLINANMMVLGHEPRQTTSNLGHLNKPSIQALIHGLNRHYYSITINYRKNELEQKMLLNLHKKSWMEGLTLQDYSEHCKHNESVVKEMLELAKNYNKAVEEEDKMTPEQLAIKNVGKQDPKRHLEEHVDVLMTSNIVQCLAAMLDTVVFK
Rin1 Abl inh – blocks binding of human Rin1 to Abl; P00519+Q13671; TR-FRET Rin1/Abl binding, biochemical; inhibition, % at 7.35 µM; hit rate 0.4% among 360,000; in the data active = inhibition above about 5%, passing the limit was not always enough
PABP1 MLLE inh – inhibitors of microRNA-mediated deadenylation, human PABP1 MLLE binding | P11940 | GST-MLLE / FITC-PAM2 fluorescence polarization | inhibition, % at 20 µM | hit rate 0.36% among 360,000; in the data active = inhibition above about 35%, passing the limit was not always enough;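 note: plate controls were DMSO wells with GST-MLLE for no effect and wells lacking GST-MLLE protein for full effect; some results filed as inactive read as strong as hits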
FAS TE block – blocks the thioesterase domain of human fatty acid synthase | P49327 | recombinant FAS-TE, OMFH fluorogenic substrate, fluorescence endpoint | inhibition, % at 15 µM | hit rate 0.67% among 360,000;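 active = compounds whose normalised, plate-corrected inhibition of enzyme fluorescence in the single-dose primary screen is 50% or more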;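 note: 0% = DMSO with enzyme and 100% = substrate without enzyme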
An asterisk follows results filed as active; i = inactive.

SMILES	eLon inh	MsrA inh	MT1-MMP act inh	bovine MsrA act	CSN inh	Rpn11 inh	Rin1 Abl inh	PABP1 MLLE inh	FAS TE block
O=C(CNC(=O)c1ccc(Cl)cc1)N/N=C/C=C/c1ccccc1	-9	0.0	1	-3	1	i	5	13	1
CC(C)(C)C(=O)Nc1nnc(SCC(=O)NC2CC2)s1	0	0.9	-3	-2	-4	i	6	-4	-5
C=CCSc1nnc(CNC(=O)c2ccccc2C)n1C(C)C	7	0.6	3	-1	3	i	-1	3	-5
Cc1csc(SCC(=O)NC(C)c2ccc(F)cc2)n1 (configuration not stated)	-2	-1.1	-2	-4	-5	i	5	-2	-5
CCCCCCC(=O)OCC(=O)c1ccc2c(c1)NC(=O)CO2	-10	0.4	4	-1	4	i	-2	-9	7
O=[n+]1cc(-c2cccc3ccccc23)n([O-])c2c1CCC2	-7	1.7	-2	-7	0	i	2	6	-7
C/C(=N\NS(=O)(=O)c1ccc(C)cc1)c1cccs1	-4	0.0	-3	-10	5	i	0	-14	-8
CCCS(=O)(=O)NCc1cn2cccc(C)c2n1	-8	-0.6	0	-1	1	i	2	7	-6
O=C1Cc2c(-c3ccccc3)cc(-c3cccc(Cl)c3)nc2-c2ccccc2N1	-3	-0.1	-7	-8	-5	i	2	-9	-4
COCCNC(=O)C1(C)CCCN(CCOc2ccc(Cl)cc2)C1 (configuration not stated)	-2	0.9	1	6	1	i	-4	4	-6
COc1ccc(S(=O)(=O)NC2CCCCC2)cc1F	-3	-0.2	-1	-3	3	i	6	2	-3
Cc1ccc(NC(=O)C(C)SCc2nc3sc(C)c(C)c3c(=O)[nH]2)nc1 (configuration not stated)	-2	-0.3	-11	-2	7	i	-1	-7	-11
CC[C@]12c3[nH]c4cc(-c5ccco5)ccc4c3CCN1C(=O)[C@@H](CC(=O)NCCCn1ccnc1)C[C@@H]2C(=O)N1CCN(C(=O)C2CC2)CC1	-1	0.7	2	-8	0	i	-9	10	-6
CC1CN(CC(=O)Nc2nc3ccccc3s2)CC(C)O1 (configuration not stated)	0	-1.9	-5	-3	2	i	-3	6	-6
Cc1ccccc1-c1nc(CS(=O)CC(=O)NCCN2CCN(Cc3ccccc3)CC2)c(C)o1 (configuration not stated)	-12	0.4	2	0	-2	i	-1	23	-3
CCOC(=O)C1=C(C)NC(=S)N(C(C)=O)C1c1ccc(OC)c(OC)c1 (configuration not stated)	-4	1.3	-3	-5	-5	i	-1	-133	-2
O=C(NCc1cccnc1)/C(=C/c1ccc(Cl)cc1)NC(=O)c1ccccc1	0	-1.2	0	-3	10	i	0	17	-1
c1ccc(CCCc2nc(-c3ccccn3)no2)cc1	-5	0.5	-1	-2	1	i	-4	-5	-3
CC(C)c1ccc(C2C3=C(CC(C)(C)CC3=O)NC3=C2C(=O)c2ccccc23)cc1 (configuration not stated)	3	0.3	-24	-2	2	i	0	-56	19
COc1ccc(CNC(=O)C(c2ccco2)N(C(=O)c2snc(C(N)=O)c2N)c2cccc(OC)c2)cc1 (configuration not stated)	-2	-0.7	2	-10	-1	i	-2	-1	11
Cc1cc2ncn(C(=O)N3CCCC3)c2cc1C	-8	0.3	-2	0	1	i	-6	11	-4
NC(=O)C1CCN(C2=C(NS(=O)(=O)c3ccc(Br)cc3)C(=O)c3ccccc3C2=O)CC1	7	0.7	2	-1	-3	i	-10	16	0
CCOc1ccc(S(=O)(=O)n2cnc3ccccc32)cc1	-4	-0.1	-2	-4	-1	i	2	-7	-3
C=CCN1C(=O)c2ccc(C(=O)N3CCN(c4ccccc4OC)CC3)cc2C1=O	8	-0.1	0	-1	-2	i	1	12	-4
Cc1cc(-c2ccccc2)nc2[n+]1CCN2C	-4	0.7	5	-11	-1	i	1	1	-9
Next section.
SMILES	eLon inh	MsrA inh	MT1-MMP act inh	bovine MsrA act	CSN inh	Rpn11 inh	Rin1 Abl inh	PABP1 MLLE inh	FAS TE block
CC(/C=C/c1ccccc1F)=N\NC(=O)c1cccc(F)c1	-5	1.7	6	-3	1	i	0	-6	-3
CCc1ccc(C(=O)c2cnc3ccc(OC)cc3c2N2CCN(CC)CC2)cc1	2	0.0	-2	-1	-7	i	-3	-4	7
CSCCOC(=O)COc1ccc(/C=N/NC(=O)c2nn(C)cc2Cl)cc1	-2	1.4	4	-4	2	i	0	0	-6
Cc1nn(-c2ccccc2)c(C)c1C(=O)OCC(=O)N1CC(=O)Nc2ccccc21	3	-0.2	0	-8	0	i	1	-58	-4
Cc1csc2c(=O)[nH]cnc12	7	-0.6	-3	-2	-12	i	-1	4	-2
Cc1cc(NS(=O)(=O)c2ccc(NC(=O)c3ccc(Cl)cc3[N+](=O)[O-])cc2)no1	5	0.0	1	-4	0	i	-1	1	-3
CC[C@H](C)[C@H]1CNC(=S)N1CC1CCN(CCCCc2ccccc2)CC1	-1	-1.2	1	-2	0	i	0	-17	-9
CN(C)C(=O)C(OC(=O)c1ccc2ccccc2n1)c1ccccc1 (configuration not stated)	-9	0.0	-1	3	3	i	1	-4	-6
O=c1[nH]c2ccccc2cc1CN(CC1CCCO1)S(=O)(=O)c1ccc(Cl)cc1 (configuration not stated)	-10	0.0	2	-3	-4	i	0	-7	0
CCOC(=O)CN1C(=O)C2(OCCCO2)c2cc(Br)ccc21	0	0.8	-3	-2	-1	i	1	1	-6
CC(=O)N1c2ccc(S(=O)(=O)N3CCC(C(=O)Nc4cccc(F)c4)CC3)cc2CC1C (configuration not stated)	-7	-0.5	0	-2	-2	i	2	7	8
CC(=O)N[C@@H](Cc1c[nH]c2ccccc12)C(=O)NC1CC1	-5	-0.4	-1	0	-2	i	0	12	-5
Cc1cc(C)c(C)c(OCCOCCNCc2ccccc2)c1	1	-0.5	2	0	-13	i	3	-1	-9
CCCCC(CCC(=O)O)(C(=O)OCC)c1csc(Nc2ccc(OCC)cc2)n1 (configuration not stated)	5	1.6	9	2	5	i	-1	9	-1
Nc1ccn(CCCNC2CCN(Cc3ccccc3)CC2)c(=O)n1	-2	-0.1	1	-1	-1	i	0	12	-8
CCOC(=O)C1=C(C(F)(F)F)Nc2ncnn2C1c1cccc(OC)c1OC (configuration not stated)	-3	0.9	-3	-3	-2	i	0	3	-6
CNc1oc(Cc2cccc3ccccc23)nc1C#N	-17	2.2	-2	-7	2	i	4	-19	6
COc1ccc(C(=O)C2CCCN(Cc3cccn3-c3ccccn3)C2)c(C)c1 (configuration not stated)	-1	-0.5	-6	-3	-8	i	1	6	-6
CCN(CC(=O)Nc1ccccc1C(=O)Nc1ccccc1)Cc1nc2ccccc2c(=O)[nH]1	1	-0.2	4	-3	3	i	-1	-6	-6
COc1ccc(-c2cc(C(=O)N(C)Cc3nc4ccccc4c(=O)[nH]3)c3ccccc3n2)cc1OC	2	1.7	-7	2	-1	i	0	8	3
OC1CCNC(=S)N1c1ccccc1 (configuration not stated)	4	0.0	0	-3	-5	i	-3	22	-6
O=C1[C@@H](Oc2ccccc2)[C@@H](c2cnc3ccccc3c2)N1c1ccccc1	-2	2.3	-11	-1	-4	i	1	-1	22

Just Rin1 Abl inh, for some of the entries so far:
SMILES,Rin1 Abl inh
CCN(CC(=O)Nc1ccccc1C(=O)Nc1ccccc1)Cc1nc2ccccc2c(=O)[nH]1,-1
COc1ccc(-c2cc(C(=O)N(C)Cc3nc4ccccc4c(=O)[nH]3)c3ccccc3n2)cc1OC,0

An excerpt taken from the entries so far:
SMILES	eLon inh	MsrA inh	MT1-MMP act inh	bovine MsrA act	CSN inh	Rpn11 inh	Rin1 Abl inh	PABP1 MLLE inh	FAS TE block
CC[C@H](C)[C@H]1CNC(=S)N1CC1CCN(CCCCc2ccccc2)CC1	-1	-1.2	1	-2	0	i	0	-17	-9
CN(C)C(=O)C(OC(=O)c1ccc2ccccc2n1)c1ccccc1 (configuration not stated)	-9	0.0	-1	3	3	i	1	-4	-6
O=c1[nH]c2ccccc2cc1CN(CC1CCCO1)S(=O)(=O)c1ccc(Cl)cc1 (configuration not stated)	-10	0.0	2	-3	-4	i	0	-7	0
CCOC(=O)CN1C(=O)C2(OCCCO2)c2cc(Br)ccc21	0	0.8	-3	-2	-1	i	1	1	-6
CC(=O)N1c2ccc(S(=O)(=O)N3CCC(C(=O)Nc4cccc(F)c4)CC3)cc2CC1C (configuration not stated)	-7	-0.5	0	-2	-2	i	2	7	8
CC(=O)N[C@@H](Cc1c[nH]c2ccccc12)C(=O)NC1CC1	-5	-0.4	-1	0	-2	i	0	12	-5
Cc1cc(C)c(C)c(OCCOCCNCc2ccccc2)c1	1	-0.5	2	0	-13	i	3	-1	-9
CCCCC(CCC(=O)O)(C(=O)OCC)c1csc(Nc2ccc(OCC)cc2)n1 (configuration not stated)	5	1.6	9	2	5	i	-1	9	-1
Nc1ccn(CCCNC2CCN(Cc3ccccc3)CC2)c(=O)n1	-2	-0.1	1	-1	-1	i	0	12	-8
CCOC(=O)C1=C(C(F)(F)F)Nc2ncnn2C1c1cccc(OC)c1OC (configuration not stated)	-3	0.9	-3	-3	-2	i	0	3	-6
CNc1oc(Cc2cccc3ccccc23)nc1C#N	-17	2.2	-2	-7	2	i	4	-19	6
COc1ccc(C(=O)C2CCCN(Cc3cccn3-c3ccccn3)C2)c(C)c1 (configuration not stated)	-1	-0.5	-6	-3	-8	i	1	6	-6
CCN(CC(=O)Nc1ccccc1C(=O)Nc1ccccc1)Cc1nc2ccccc2c(=O)[nH]1	1	-0.2	4	-3	3	i	-1	-6	-6
COc1ccc(-c2cc(C(=O)N(C)Cc3nc4ccccc4c(=O)[nH]3)c3ccccc3n2)cc1OC	2	1.7	-7	2	-1	i	0	8	3
OC1CCNC(=S)N1c1ccccc1 (configuration not stated)	4	0.0	0	-3	-5	i	-3	22	-6
O=C1[C@@H](Oc2ccccc2)[C@@H](c2cnc3ccccc3c2)N1c1ccccc1	-2	2.3	-11	-1	-4	i	1	-1	22
